Screening results as filed in PubChem BioAssay.
MDM2 E3 inh – blocks human Mdm2 ubiquitin ligase activity | Q00987 | cell-based MDM2 ubiquitination luciferase reporter, 2 h; 0 = plate control, 100 = twice control, blank-subtracted | signal enhancement, % at 5 µM | 210,000 tested, 0.11% active | AID 1230;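 active = signal enhancement of 30% or more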;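 note: luminescence tracks abundance of the self-degrading MDM2-luciferase fusion protein; higher signal means inhibition of MDM2 E3 ligase activity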
Target sequence (Q00987 whole entry, looked up, the tested form may be a part): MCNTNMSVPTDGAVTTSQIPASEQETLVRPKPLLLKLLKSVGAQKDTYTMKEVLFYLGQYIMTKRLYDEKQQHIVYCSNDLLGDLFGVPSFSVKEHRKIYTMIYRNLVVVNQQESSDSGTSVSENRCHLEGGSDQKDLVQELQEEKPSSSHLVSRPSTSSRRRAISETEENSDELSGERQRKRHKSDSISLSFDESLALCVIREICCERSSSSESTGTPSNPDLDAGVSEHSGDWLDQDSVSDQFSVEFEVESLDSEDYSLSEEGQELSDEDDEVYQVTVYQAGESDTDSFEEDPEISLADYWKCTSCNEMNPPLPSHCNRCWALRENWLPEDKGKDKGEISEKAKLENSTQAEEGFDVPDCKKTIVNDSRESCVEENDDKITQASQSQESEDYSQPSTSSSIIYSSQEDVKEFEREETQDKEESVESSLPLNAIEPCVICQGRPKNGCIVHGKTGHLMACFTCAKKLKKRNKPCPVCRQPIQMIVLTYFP
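Assay system: mammalian cells stably expressing self-ubiquitinating, self-degrading MDM2 E3–luciferase fusion. Quantity: 2000 cells in each well. Medium: DMEM culture medium. Compound dosing: single-point 5 µM. Timing: cell settling 4 h, compound treatment 2 h, both 37 °C. Technique: luciferase luminescence. Read-out basis: percent signal gain over controls, blank-subtracted. Benchmarks: plate controls and plate blanks.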
RBBP9 inh – inhibitors of human serine hydrolase RBBP9; O75884; recombinant RBBP9, FP-Rh probe fluorescence polarization; inhibition, % at 7.94 µM; 220,000 tested, 0.2% active; AID 1515;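 active = inhibition above the campaign mean of all tested compounds plus 3 SD, cut at about 14% in these data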;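 note: plate controls were DMSO wells with RBBP9 for no effect and wells lacking RBBP9 protein for full effect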
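System: RBBP9 protein | Quantity: 2.5 µM RBBP9 dispensing solution, before mixing | Reagent: FP-Rh probe, 375 nM dispensing solution | Timing: Enzyme-compound preincubation 30 min, then probe labeling 45 min, 25 °C | Measured by: Fluorescence polarization | Read-out: % inhibition | Replication: One well per compound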
NPY-Y1 PAM-ag – potentiators or agonists of human neuropeptide Y receptor Y1; NPY-Y1 expressing cells, potentiator/agonist activation; 220,000 tested, 0.37% active; AID 1304; P25929; activation, % at 3.6 µM; in the data active = activation above about 33%, passing the limit was not always enough;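 note: cells stimulated with NPY at EC10 then isoproterenol at EC100; 0% = low agonist plus stimulus and 100% = saturating agonist plus stimulus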
Hck-Nef inh – human Hck-Nef kinase inhibition | P08631 | Recombinant Hck-YEEI plus Nef, Z-Lyte FRET kinase assay | inhibition, % at 20 µM | 220,000 tested, 0.68% active | AID 463187;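 active = Hck-Nef kinase inhibition above about 50%, limit read from the data; inactive = inhibition below that limit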;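 note: 0% = DMSO with Hck plus Nef and 100% = Hck alone without Nef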
Target sequence (P08631 whole entry, looked up): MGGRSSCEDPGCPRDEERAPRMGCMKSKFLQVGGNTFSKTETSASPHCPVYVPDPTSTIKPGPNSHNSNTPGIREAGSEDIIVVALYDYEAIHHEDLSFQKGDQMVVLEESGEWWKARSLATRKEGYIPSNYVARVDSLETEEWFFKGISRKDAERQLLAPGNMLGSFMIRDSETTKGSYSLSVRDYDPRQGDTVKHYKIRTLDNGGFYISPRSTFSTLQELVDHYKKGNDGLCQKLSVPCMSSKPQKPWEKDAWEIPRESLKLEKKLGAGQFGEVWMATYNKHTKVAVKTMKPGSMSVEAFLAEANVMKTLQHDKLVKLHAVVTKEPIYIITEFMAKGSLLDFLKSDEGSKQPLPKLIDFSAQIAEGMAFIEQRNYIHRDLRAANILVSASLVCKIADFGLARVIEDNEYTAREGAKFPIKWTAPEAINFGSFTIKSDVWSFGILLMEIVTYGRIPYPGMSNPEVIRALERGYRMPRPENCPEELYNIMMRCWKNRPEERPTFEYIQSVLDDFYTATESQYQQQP
p97 ATPase inh – human p97 ATPase inhibition; P55072; recombinant p97 ATPase, Kinase-Glo ATP luminescence, 3 h; inhibition, % at 8 µM; 220,000 tested, 0.42% active; AID 1481; in the data active = inhibition above about 15%;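 note: 0% = DMSO vehicle and 100% = wells lacking enzyme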
Runt-CBFb FRET – inhibitors of human RUNX1 Runt domain binding to CBFb; Q01196+Q13951; Cerulean-Runt/Venus-CBFb FRET ratio 530/480, 1 h; inhibition, % at 20 µM; 220,000 tested, 0.46% active; AID 1496;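 active = inhibition over about 50% at 20 µM in the single-dose screen, limit read from the data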;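 note: 0% = DMSO wells and 100% = excess unlabeled CBFb competitor control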
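test system = Cerulean-Runt domain fusion protein, energy donor | probe or stimulus = Venus-CBFb binding partner, 100 nM | incubation = two 1 h room-temperature incubations shielded from light | detection = fluorescence energy transfer, 422 nm excitation, 530/480 nm emission | measure = loss of energy transfer signal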
Runt-SMMHC FRET – blocks binding of human RUNX1 Runt domain to CBFb-SMMHC; Q01196+Q13951; Cerulean-Runt/Venus-CBFb-SMMHC FRET ratio 530/480, 1 h; AID 1434; inhibition, % at 20 µM; 220,000 tested, 0.74% active;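 active = mean inhibition across duplicate retests at 20 µM reaching about 50%, limit read from the data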;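 note: 0% = DMSO wells and 100% = wells with excess untagged CBFb-SMMHC; inhibitors lower the FRET ratio by blocking Runt binding to CBFb-SMMHC; some results filed as inactive read as strong as hits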
NPY-Y1 antag – blocks the human neuropeptide Y Y1 receptor; P25929; HEK293-CNG Y1 cells, membrane potential fluorescence; NPY at EC95, then isoproterenol; 200,000 tested, 1% active; inhibition, % at 3.6 µM;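 active = inhibition above the campaign mean inhibition of all tested compounds plus 3 SD, cut at about 20% in these data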;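 note: 0% = DMSO wells given NPY plus isoproterenol and 100% = isoproterenol alone without NPY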
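Test system: HEK293 cells co-expressing NPY Y1 receptor and cyclic-nucleotide gated channel; Also added: NPY (25 nM), isoproterenol (1 µM), Ro 20-1724 (25 µM); Compound dosing: one concentration, 3.6 µM, in 0.4% DMSO; Timing: dye 3 h, compound 60 min room temperature, stimulation 45 min; Technique: Membrane-potential fluorescent dye readout.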
NPY-Y2 PAM-ag – potentiates or activates human NPY-Y2 receptor | cells expressing NPY-Y2, potentiator/agonist read-out | activation, % at 3.6 µM | 220,000 tested, 0.45% active; in the data active = activation above about 27%;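 note: cells stimulated with NPY near EC25 plus isoproterenol at EC100; 0% = vehicle plus submaximal agonist and 100% = vehicle plus saturating agonist; some results beyond the cut were filed as inactive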
* = called active by the depositor; . = no result given. Only part of the results is shown; the hit share may differ from the screen's.

SMILES	MDM2 E3 inh	RBBP9 inh	NPY-Y1 PAM-ag	Hck-Nef inh	p97 ATPase inh	Runt-CBFb FRET	Runt-SMMHC FRET	NPY-Y1 antag	NPY-Y2 PAM-ag
COc1ccc2c(c1)CC1(CN2C)C(=O)NC(=O)N(c2ccc(F)cc2)C1=O (stereo not given)	-10.0	0.2	-15.5	0.1	3.4	-0.3	2.4	9.1	-17.0
O=C(c1cc2c(s1)-c1ccccc1OC2)N1CCC2(CC1)OCCO2	-11.9	-3.2	0.2	4.8	-1.1	-2.6	-4.3	2.6	-6.4
CCOc1ccc(N=Cc2c(O)n(C(C)(C)C)c(=O)[nH]c2=O)cc1	-23.4	-4.5	-7.5	13.6	-0.1	-8.8	1.5	1.3	4.0
Cn1cc2c([N+](=O)[O-])cc([N+](=O)[O-])cc2n1	-20.9	-2.6	-4.3	-2.9	-3.8	3.1	3.6	7.1	-0.7
Cc1nc2nc(SCC(=O)N3CCC4(CC3)OCCO4)nn2c(C)c1Cc1ccccc1	-1.5	-6.8	-25.7	2.8	-5.5	0.6	1.8	17.9	-30.5
CCCC[N+]1(C)C2CC(OC(=O)C(CO)c3ccccc3)CC1C1OC12 (stereo not given)	-7.8	.	.	22.0	.	2.2	-0.9	.	.
CCN(CC)c1ccc(/C=C2\C(=O)NC(=S)N(C)C2=O)o1	-6.8	3.2	-3.4	9.1	4.5	-42.8	-105.4	.	-13.9
NP(=O)(Oc1ccccc1Cl)Oc1ccccc1Cl	-18.0	-5.4	-8.5	-15.3	0.3	3.2	-0.1	7.5	8.6
O=C(CN1CCOCC1)Nc1ccc(Br)cc1C(=O)c1ccccc1	3.7	-5.7	11.6	6.1	-3.4	-3.0	-5.6	-3.7	-3.7
O=C(Cn1ccc2ccccc2c1=O)NCC(=O)N1CCC2(CC1)OCCO2	-12.1	-3.2	1.5	24.5	2.6	2.7	0.1	0.3	3.2

Full records, looked up by structure:
Cc1nc2nc(SCC(=O)N3CCC4(CC3)OCCO4)nn2c(C)c1Cc1ccccc1 in the list: MDM2 E3 inh = -1.5; RBBP9 inh = -6.8; NPY-Y1 PAM-ag = -25.7; Hck-Nef inh = 2.8; p97 ATPase inh = -5.5; Runt-CBFb FRET = 0.6; Runt-SMMHC FRET = 1.8; NPY-Y1 antag = 17.9; NPY-Y2 PAM-ag = -30.5
CCN(CC)c1ccc(/C=C2\C(=O)NC(=S)N(C)C2=O)o1 in the list: MDM2 E3 inh = -6.8; RBBP9 inh = 3.2; NPY-Y1 PAM-ag = -3.4; Hck-Nef inh = 9.1; p97 ATPase inh = 4.5; Runt-CBFb FRET = -42.8; Runt-SMMHC FRET = -105.4; NPY-Y1 antag = .; NPY-Y2 PAM-ag = -13.9

Following part:
SMILES	MDM2 E3 inh	RBBP9 inh	NPY-Y1 PAM-ag	Hck-Nef inh	p97 ATPase inh	Runt-CBFb FRET	Runt-SMMHC FRET	NPY-Y1 antag	NPY-Y2 PAM-ag
C[C@]12CCC(=O)C=C1CC[C@@H]1[C@@H]2C(=O)C[C@]2(C)C(=O)CC[C@@H]12	.	-1.8	-6.8	-1.7	5.2	-0.3	0.8	5.5	0.3
O=Cc1cn(Cc2ccc([N+](=O)[O-])cc2)c2ccccc12	-8.3	-1.4	-24.5	0.6	2.7	-1.2	-10.1	3.2	-4.6
O=C1NC(=O)N(Cc2ccc(F)cc2)C(=O)/C1=C\c1ccoc1	-10.3	-12.9	19.1	41.4	8.2	-4.6	4.8	.	-7.2
COC(=O)CCCCC1SCC(NC(=O)c2ccccc2)C1Cl (stereo not given)	-3.0	-2.9	-10.3	17.8	2.4	-0.1	-4.7	1.8	1.6
Cc1c(N=Nc2c(O)n(Cc3ccccc3)c(=O)[nH]c2=O)c(=O)n(-c2ccccc2)n1C	-3.4	-7.7	-14.9	3.4	2.2	9.0	-0.6	1.4	-6.4
CCC(=O)OC1(c2ccccc2)C(C)CN(C)CC1C (stereo not given)	-4.8	11.1	3.4	12.6	5.2	-1.4	-1.5	2.0	4.0
CC(N=Cc1c(O)[nH]c(=O)[nH]c1=O)c1ccccc1 (stereo not given)	1.0	-2.8	25.4	1.3	3.4	-1.3	3.5	-1.7	12.5
CCC(=NCCc1c[nH]c2ccccc12)c1c(O)n(C)c(=O)n(C)c1=O	-13.1	-5.6	-27.6	0.3	-2.1	-3.7	0.5	19.6	-11.3
C=C1C2C[C@H](O)C(C)(C)[C@@]2(O)[C@H](O)C[C@]23C[C@@](C)(O)[C@H](CC[C@H]12)[C@H]3OC(C)=O (stereo not given in full)	.	-1.4	-11.2	-8.5	5.2	-1.4	-3.1	-1.9	7.2
Cc1ccccc1NP(=O)(Oc1ccccc1F)Oc1ccccc1F	1.1	-3.7	9.4	2.9	3.7	-2.2	-0.8	7.8	0.2
O=c1[nH]c(O)c(C=Nc2ccccc2Oc2ccccc2)c(=O)[nH]1	-6.4	-5.6	-1.9	8.2	2.0	-2.6	-0.3	.	-7.3
CC(Cc1ccccc1)NC(=O)/C=C/c1ccc(Cl)cc1 (stereo not given)	-7.5	-6.5	-24.8	3.1	3.4	-1.4	0.9	10.0	-6.5
CN1C[C@H](CNC(=O)OCc2ccccc2)C[C@@H]2c3cccc4c3c(cn4C)C[C@H]21	.	-0.1	-32.4	-1.9	-0.6	-7.6	-54.2	14.9	-5.2
CCOC(=O)c1ccc(N=C(C)c2c(O)[nH]c(=O)[nH]c2=O)cc1	-1.9	-9.2	18.6	15.6	11.1	-0.2	-2.7	.	1.9
O=c1c2ccccc2nc(-c2ccco2)n1-c1nccs1	-19.7	-2.4	-12.4	-0.4	-0.1	3.7	0.8	0.7	2.3
C=CCNC(=S)/N=C/c1c(O)[nH]c(=O)[nH]c1=O	-5.7	-10.5	10.5	82.6*	1.5	1.5	-5.8	-3.2	4.7
CC(C)Oc1cccc(C(=O)C2CCCN(Cc3ccon3)C2)c1 (stereo not given)	-5.4	7.5	5.5	5.7	1.6	0.2	4.7	-2.0	-0.1
CC(C)Oc1ccc(CCN)cc1Cl	0.2	0.6	-9.4	4.3	3.4	-0.4	-1.3	8.5	-6.3
O=P(Nc1c(Cl)cccc1Cl)(c1ccccc1)c1nc2c(s1)CCCC2 (stereo not given)	-2.6	6.3	11.4	-1.0	1.8	-0.7	-4.0	0.7	4.2
CCCC(C)C1(CC)C(=O)NC(=Nc2ccccc2)NC1=O (stereo not given)	.	-5.0	-17.8	6.9	-10.0	-1.2	5.1	6.2	-8.2
CCNc1cc(N2CCN(C)CC2)ccc1[N+](=O)[O-]	-20.2	-10.1	-5.8	5.7	-1.6	0.0	-7.4	4.0	-0.2
Cc1cc(C)cc(N2C(=O)/C(=C\c3ccc(N4CCN(C)CC4)o3)C(=O)NC2=S)c1	8.4	-4.3	15.8	21.4	3.2	-22.9	-133.6	.	12.3
CN(C)c1ccc2c(c1)N=C(c1ccco1)OP2(=S)N1CCOCC1 (stereo not given)	-22.5	-9.2	3.7	-0.7	1.1	23.8	-25.1	5.2	7.2
O=c1c2ccccc2nc(CNc2ccccc2)n1-c1ccccc1	-4.4	-0.7	9.5	23.7	10.2	0.7	0.3	.	-4.1
CCOC(=O)C1C(=O)N(C)C2(C)CC1c1ccccc1O2 (stereo not given)	-1.4	-6.0	6.3	-0.7	-0.4	1.5	1.3	-2.8	-1.0
CNCCc1nc(N)n[nH]1	.	-16.9	2.0	-18.1	-3.6	-0.4	-3.4	2.6	-11.2
Fc1cccc(F)c1-c1nc(-c2ccc(Cl)cc2)no1	-20.1	3.6	6.0	-4.9	10.1	1.1	-4.9	.	9.2
CC/C(=N\Nc1ccccc1)c1c(O)[nH]c(=O)[nH]c1=O	-15.2	0.8	16.5	13.8	0.6	-0.7	-1.4	.	10.2
CN(C)C(Cc1ccccc1)C(=O)c1ccc(-c2ccccc2)cc1 (stereo not given)	-20.2	-4.9	-34.2	3.3	-1.6	-0.4	1.7	27.1*	-20.3
CCCCn1c(NS(=O)(=O)c2ccccc2)c(C(=O)OCC)c2nc3ccccc3nc21	-14.5	-8.0	-12.2	14.1	20.9*	2.6	8.6	5.0	7.7
CCOC(=O)c1sc(/N=C/c2c(O)n(-c3cccc(C)c3)c(=O)[nH]c2=O)c(C#N)c1C	-13.0	-4.8	-0.3	3.2	3.4	-3.3	-7.4	-3.0	15.3
CCOC(=O)c1c(C)n(Cc2ccco2)c2ccc(OC)cc12	-1.0	-5.2	-7.5	0.3	-9.0	1.3	1.6	9.2	-40.2
CCCC1=C(C(=O)OCC)C2(C(=O)Nc3ccccc32)C(C#N)=C(N)O1 (stereo not given)	-0.2	-1.1	-0.5	2.3	4.1	-0.3	-0.9	-1.8	21.0
COc1ccc(CCn2c(O)c(C=NCCCO)c(=O)[nH]c2=O)cc1OC	-16.3	-1.4	8.4	0.9	5.5	0.9	0.8	-1.0	14.6
O=C(O)c1cccc2nc3ccccc3nc12	-4.6	0.7	-0.1	12.9	4.3	4.3	-6.3	2.7	1.8
CC[N+](CC)(CC)CCCCCCCCCC[N+](CC)(CC)CC	-8.4	-8.3	1.6	0.8	0.1	-0.1	-4.0	-6.4	-8.8
O=C(c1ccco1)c1cn(Cc2ccccc2Cl)c2ccccc12	-13.6	-14.9	-27.6	-0.5	-8.5	2.8	-3.4	12.3	-21.1
O=C(Nc1ccccc1OC(=O)N1CCOCC1)N1CCOCC1	-0.8	-6.8	7.2	0.2	-0.3	0.8	-3.4	-2.5	5.8
COc1cc2c(cc1OC)C(C(=O)NC(C)C)C1CCCCN1C2=O (stereo not given)	-14.5	-1.9	13.5	-3.1	7.1	2.0	-0.9	.	-8.0
CN1C(=O)N(C)C(=O)C2(Cc3ccccc3N3CCCC32)C1=O (stereo not given)	-1.3	-11.2	24.4	14.3	5.3	1.2	2.4	.	17.9
CCCCNC(=O)Nc1ccc(C(O)(C(=O)OC)C(F)(F)F)cc1 (stereo not given)	-13.3	-1.6	11.5	1.0	1.8	-1.4	-3.0	1.8	9.6
CC(c1ccc(F)cc1)n1cc(C(=O)NCc2ccc3c(c2)OCO3)nn1 (stereo not given)	-13.5	-2.8	-4.7	1.4	5.3	0.3	-0.2	0.5	9.5
CCOP(=O)(OCC)C(NS(=O)(=O)c1ccccc1)C(Cl)(Cl)Cl (stereo not given)	-5.9	-5.0	4.9	17.0	3.5	.	.	2.0	-3.4
Cc1ccc(O)c(CN2CCN(c3ccccc3)CC2)c1	-6.6	-12.5	-18.7	-8.6	-7.7	0.9	-2.6	1.8	-18.1
